Source: PubChem BioAssay
BoNT A protease – inhibitors of Botulinum neurotoxin A light chain protease. AID 588499. 360,000 compounds, 0.17% hits. inhibition, % at 10 µM. multiplex microsphere protease substrate cleavage, flow cytometry; also: plate controls were buffer without enzyme for full effect and enzyme alone for no effect
PrPC TRFRET – inhibitors of human cell surface prion protein PrPC. AID 720596. TR-FRET read-out. 370,000 compounds, 0.43% hits. inhibition, % at 13.8 µM. P04156; in the data active = inhibition above about 24%; also: 0% = median of the test wells and 100% = reference compound wells
Anthrax LF prot – anthrax lethal factor protease inhibition | multiplex microsphere protease cleavage assay, LF | inhibition, % at 10 µM | 360,000 compounds, 0.12% hits; also: plate controls were buffer without enzyme for full effect and enzyme alone for no effect
Target sequence (P15917 whole entry, looked up): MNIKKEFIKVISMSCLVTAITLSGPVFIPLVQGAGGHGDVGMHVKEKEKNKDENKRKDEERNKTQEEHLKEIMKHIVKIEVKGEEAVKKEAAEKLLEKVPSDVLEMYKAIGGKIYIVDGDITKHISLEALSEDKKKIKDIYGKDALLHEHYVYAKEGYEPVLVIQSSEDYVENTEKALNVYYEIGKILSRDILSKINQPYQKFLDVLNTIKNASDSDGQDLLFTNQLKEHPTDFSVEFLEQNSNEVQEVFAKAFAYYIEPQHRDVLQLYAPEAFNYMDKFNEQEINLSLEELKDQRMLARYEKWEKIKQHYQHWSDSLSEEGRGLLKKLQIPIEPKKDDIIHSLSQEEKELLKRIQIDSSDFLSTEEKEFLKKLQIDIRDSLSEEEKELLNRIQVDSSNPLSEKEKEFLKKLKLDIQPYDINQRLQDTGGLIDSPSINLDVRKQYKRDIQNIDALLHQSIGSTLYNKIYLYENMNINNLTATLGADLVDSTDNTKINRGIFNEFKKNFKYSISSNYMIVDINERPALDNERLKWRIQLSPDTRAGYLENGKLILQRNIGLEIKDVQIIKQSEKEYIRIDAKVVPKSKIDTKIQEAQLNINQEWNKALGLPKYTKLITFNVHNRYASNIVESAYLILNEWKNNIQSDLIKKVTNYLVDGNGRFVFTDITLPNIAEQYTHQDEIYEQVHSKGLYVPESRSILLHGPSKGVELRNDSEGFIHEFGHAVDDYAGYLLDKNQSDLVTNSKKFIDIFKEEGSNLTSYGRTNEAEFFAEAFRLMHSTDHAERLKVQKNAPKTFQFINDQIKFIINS
TcdB inh – inhibitors of Clostridioides difficile toxin B glycohydrolase; TcdB glycohydrolase enzymatic assay, plate reader; 350,000 compounds, 0.24% hits; P18177; inhibition, % at 9.99 µM; in the data active = inhibition above about 10%
CCHF vOTU inh – CCHFV vOTU protease inhibition; inhibition, % at 11.5 µM; Pep-AMC fluorescence; 370,000 compounds, 0.55% hits; in the data active = inhibition above about 30%; also: 0% = vehicle wells with enzyme and 100% = no enzyme wells
PfHsp40 rescue – restores yeast growth despite PfHsp40 toxicity. S. cerevisiae expressing PfHsp40, growth rescue, ATP luminescence. growth rescue, % at 12.5 µM. AID 504582. 340,000 compounds, 0.68% hits; in the data active = growth rescue above about 28%, passing the limit was not always enough; inconclusive = no clear call, values can overlap the other calls;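 also: yeast W303a lacking pdr1 and pdr3 grown in galactose medium; growth measured after three days at 30 °C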
BoNT-F LC inh – blocks Botulinum neurotoxin F light chain protease; Multiplex microsphere protease cleavage assay, flow cytometry; inhibition, % at 10 µM; 360,000 compounds, 0.22% hits; AID 588497; in the data active = inhibition above about 35%, passing the limit was not always enough; inconclusive = no clear call, values can overlap the other calls; also: plate controls were buffer without enzyme for full effect and enzyme alone for no effect
FadD28 FP inh – blocks FadD28 binding to the bisubstrate probe | fluorescence polarization | inhibition, % at 12.5 µM | 360,000 compounds, 0.22% hits | AID 588549; in the data active = inhibition above about 8.5%, passing the limit was not always enough; inconclusive = no clear call, values can overlap the other calls
Yp Topo-I inh – inhibitors of Yersinia pestis topoisomerase I. Y. pestis Topo-I cleavage product accumulation, plate reader. activity, % at 10 µM. 360,000 compounds, 0.064% hits; in the data active = activity above about 50%, passing the limit was not always enough; inconclusive = no clear call, values can overlap the other calls; also: inactives centre near 2
An asterisk follows results filed as active; ? = inconclusive; . = not tested or not shown. Rule as the data show it, unless noted: active = inhibition above about 30%; inconclusive = no clear call, values can overlap the other calls; inactive = below that.

SMILES | BoNT A protease | PrPC TRFRET | Anthrax LF prot | TcdB inh | CCHF vOTU inh | PfHsp40 rescue | BoNT-F LC inh | FadD28 FP inh | Yp Topo-I inh
NNC(=O)c1cc(NS(=O)(=O)c2cccs2)cc(NS(=O)(=O)c2cccs2)c1 | -0.2 | 6 | -10 | -1.6 | 10 | 0.0 | -5 | 0.6 | -5
CCCOc1ccc(N2C(=O)CC(N(Cc3ccccc3)N=O)C2=O)cc1 (stereo not given) | -1.7 | 1 | -14 | 1.4 | 9 | . | 2 | -3.0 | 9
O=C(CCc1ccccc1)NC(=S)Nc1cccc(C(=O)O)c1 | 0.2 | 3 | 3 | -1.0 | -3 | -1.3 | 0 | -15 | -4
COc1ccc(-c2cc(=O)oc3cc(OC(C)C(=O)O)ccc23)cc1 (stereo not given) | -0.5 | -17 | -13 | . | 0 | 0.4 | -3 | -2.3 | -7
CC(C)COC(=O)n1ccc(C(=O)N2CCCCC2)n1 | -0.5 | -8 | 0 | . | 14 | -1.3 | -6 | -0.3 | 5
CCn1c(Cn2nnc(-c3ccccc3)n2)nnc1SCC(=O)Nc1ccc(N(C)C)cc1 | -0.5 | 4 | -4 | . | -9 | -0.9 | -4 | -1.2 | -10
NC(=O)c1ccc(NC(=O)Cc2csc(-c3ccccc3)n2)cc1 | 2.1 | 2 | -1 | -2.9 | 28 | 2.3 | -6 | -4.6 | 2
COc1cccc(C(=O)OCC(=O)Nc2cc(C)c(C)cc2[N+](=O)[O-])c1 | -0.4 | -4 | 0 | 0.4 | 3 | 2.3 | -2 | -0.1 | -5
O=C(Nc1ccc(N=Nc2ccccc2)cc1)c1cccc(Cl)c1 | -0.7 | 3 | -3 | . | -2 | 3.2 | -8 | 0.7 | 2
COc1ccc(/C=N/NC(=O)COc2cccc3cccnc23)cc1OC | -1.1 | -3 | 0 | -0.5 | -2 | 0.2 | -6 | -8.1 | 10
N=c1n(CCN2CCCCC2)c2ccccc2n1CC(O)c1cccc(Br)c1 (stereo not given) | -0.2 | -29 | 0 | . | 16 | 0.3 | 3 | -6.7 | 0
Cc1ncc([N+](=O)[O-])n1CC(=O)NC1CCCCCC1 | -0.5 | -8 | -6 | 1.3 | 5 | -1.1 | -2 | -0.2 | 2
CC(=O)OC1CCC2(C)C3=CCC4(C)C(C(C)=O)=CCC4C3CCC2C1 (stereo not given) | 0.9 | -1 | -2 | 7.4 | -15 | 0.6 | 0 | -1.5 | 0
CNc1nc(-c2ccc(Cl)cc2)cs1 | -0.5 | -6 | -2 | . | 16 | 1.3 | -5 | -0.6 | 2
COc1ccc2c(c1)c(=O)oc1cc(OCC(=O)N3CCC(C)CC3)ccc12 | 4.6 | . | 2 | . | . | 0.5 | 11 | -1.6 | 4
Cn1nccc1CNC(=O)c1ccnn1C | 0.7 | 7 | 2 | . | -3 | -1.6 | -1 | -4.1 | -6
O=C1COc2ccc(C(=O)CSc3nc4ccccc4c(=O)n3-c3ccc(Cl)c(Cl)c3)cc2N1 | 0.5 | 8 | 10 | -3.0 | 3 | 0.6 | 0 | -2.9 | -1
COc1ccc(CNC(=O)C23CN(Cc4ccccc4)CC2C(c2ccc([N+](=O)[O-])cc2)=NO3)cc1 (stereo not given) | -0.9 | -11 | 4 | 0.5 | -6 | 0.4 | -9 | -2.8 | 14
COc1ccc(CN(C(=O)c2ccc(C)cc2)c2cccc(N)c2)cc1 | 1.3 | -7 | 7 | -0.6 | 2 | 0.6 | -12 | -0.4 | 6
COCCNC(=O)CN1C(=O)CSc2cc(S(=O)(=O)N3CCCCCC3)ccc21 | 0.2 | 5 | -2 | 1.9 | -6 | 0.2 | -5 | -0.8 | 1
Cc1cc(C(=O)NCc2ccc3c(c2)OCO3)n(-c2ccccc2)n1 | -0.8 | 13 | -3 | 1.9 | 15 | -0.5 | 9 | -1.0 | 2
O=C(COC(=O)COc1ccc(Cl)cc1)NC1CC1 | 0.2 | 0 | -6 | -2.8 | 4 | 0.0 | -2 | 0.3 | 5
CCCCC(=O)N1CCCC(c2nc(-c3cccc(OC)c3)no2)C1 (stereo not given) | 0.3 | 12 | 1 | 0.5 | 5 | 0.6 | -4 | -4.3 | 14
Cc1ccc(S(=O)(=O)N2CCCCC2)cc1NC(=O)c1nn(C)c(=O)c2ccccc12 | -0.3 | -4 | -2 | 1.0 | 0 | 0.1 | 8 | -3.8 | 7
Cc1onc(C(=O)Nc2sc3c(c2C#N)CCCC3)c1[N+](=O)[O-] | -0.4 | 3 | -2 | -0.1 | -8 | 1.3 | -8 | 0.4 | -2
Cc1cc(C(=O)N2CCCC2(C)C(=O)O)c(C)o1 (stereo not given) | -0.1 | 2 | -4 | 0.9 | 3 | . | -1 | -2.6 | -5
CCc1ccc(N2C(=O)NC(=O)/C(=C/c3cccn3CCOc3ccc(C)cc3)C2=O)cc1 | 0.4 | -5 | 0 | 0.3 | 6 | -0.5 | -3 | 1.6 | 7
COc1cc(NS(=O)(=O)c2ccc(NC(=O)C34CC5CC(CC(C5)C3)C4)cc2)ncn1 | -0.4 | -7 | -4 | . | 5 | 0.3 | -6 | -3.2 | -2
NS(=O)(=O)c1ccc(NS(=O)(=O)c2ccc3c(c2)OCCO3)cc1 | -1.0 | 7 | 6 | -4.2 | 5 | 0.4 | -7 | 0.9 | 9
CO/N=C(/CNC(=O)c1cccc(Cl)c1)c1ccc(Cl)cc1 | -0.8 | 4 | -6 | . | 5 | 0.0 | -9 | 1.0 | -6
COc1ccccc1Cn1[nH]nnc1=S | ? | -2 | 1 | -0.8 | 14 | 0.9 | ? | -3.5 | 7
COc1cccc(Nc2nc(C)nc3c2oc2ccccc23)c1 | -1.9 | -3 | 26 | 2.4 | -2 | 2.7 | 10 | -2.2 | 6
CCOc1ccc(-n2c(SCC(=O)Nc3cc(C)on3)nc3c([nH]c4ccccc43)c2=O)cc1 | -0.5 | -7 | 0 | 0.8 | -2 | -0.3 | -3 | -0.8 | 31
COc1cccc(/C=N/NC(=O)c2[nH]nc3c2CCc2ccccc2-3)c1 | 0.4 | 5 | -1 | 2.4 | -7 | . | -10 | -1.1 | 5
O=C1NC(=O)C2(CCCCCC2)N1 | -0.1 | 3 | 3 | -4.8 | 6 | -2.1 | -13 | 1.7 | -2
NNC(=S)NCc1ccccc1 | 0.2 | 4 | -2 | 0.1 | 7 | -1.0 | 5 | -1.1 | 3
CC(C)n1nc(C(=O)OCC(=O)NCCc2ccc(S(N)(=O)=O)cc2)c2ccccc2c1=O | -1.5 | 0 | -6 | -0.6 | -5 | -0.9 | -14 | -2.5 | 0
C1CCN(c2nc(N3CCCCC3)nc(N3CCNCC3)n2)CC1 | -0.6 | 5 | -5 | . | 0 | -0.8 | 0 | -1.7 | 1
Cc1[nH]nc2c1C(=O)CCC2 | 0.3 | 3 | -2 | . | 5 | -0.3 | ? | -12 | 4
Cc1ccc(C(=O)Oc2ccc(/C=C3\C(=N)N4N=C(N5CCOCC5)SC4=NC3=O)cc2)cc1 | 0.1 | 4 | -4 | 1.3 | -3 | 0.3 | -1 | 4.6 | 3
Cc1cc(CNC(=O)C2(C(F)(F)F)CC(CCCO)CCCO2)nn1C (stereo not given) | -0.3 | -1 | -2 | -0.2 | -2 | -0.4 | 1 | -0.6 | -2
N#C/C(=C\c1cc2c(cc1Br)OCO2)C(=O)NCC1CCCO1 (stereo not given) | ? | 9 | -12 | 1.4 | 8 | -1.6 | ? | -4.1 | -10
Cc1cnc(NC(=O)c2cccc(S(=O)(=O)N3CCOCC3)c2)s1 | 0.9 | -5 | -3 | -0.4 | -6 | -0.3 | -5 | -4.7 | -3
CC(C)c1ccccc1NC(=O)CNCCOc1ccccc1F | 1.3 | 3 | -4 | 1.2 | -1 | -0.9 | -7 | -2.9 | 12
COc1ccc(S(=O)(=O)Nc2cc3c4c(c2)CCC(=O)N4CCC3)cc1 | . | -1 | . | 2.7 | -8 | -2.1 | . | 0.1 | 0

Profiles, quoted from the list.
NNC(=S)NCc1ccccc1 is listed as BoNT A protease = 0.2; PrPC TRFRET = 4; Anthrax LF prot = -2; TcdB inh = 0.1; CCHF vOTU inh = 7; PfHsp40 rescue = -1.0; BoNT-F LC inh = 5; FadD28 FP inh = -1.1; Yp Topo-I inh = 3
N#C/C(=C\c1cc2c(cc1Br)OCO2)C(=O)NCC1CCCO1 (stereo not given) is listed as BoNT A protease = ?; PrPC TRFRET = 9; Anthrax LF prot = -12; TcdB inh = 1.4; CCHF vOTU inh = 8; PfHsp40 rescue = -1.6; BoNT-F LC inh = ?; FadD28 FP inh = -4.1; Yp Topo-I inh = -10

Remaining list, next part
SMILES | BoNT A protease | PrPC TRFRET | Anthrax LF prot | TcdB inh | CCHF vOTU inh | PfHsp40 rescue | BoNT-F LC inh | FadD28 FP inh | Yp Topo-I inh
CCOC(=O)C1CCCN(C(=O)/C=C/c2ccccc2)CC1 (stereo not given) | -0.5 | -5 | -8 | 2.3 | -2 | . | 0 | -2.6 | 10
COc1ccc(-c2csc(NC(C)c3nc4cc(Cl)c(Cl)cc4n3CCOCCO)n2)cc1 (stereo not given) | -1.1 | -1 | -13 | 0.2 | 9 | -0.7 | -6 | -12 | 14
CN(C)C(=O)c1ccc(NC(=O)COC(=O)C2(c3ccccc3)CCCC2)cc1 | 0.3 | 10 | 3 | 0.1 | -6 | 0.9 | 12 | -3.4 | 27
CCOC(=O)c1sc(=S)n(C)c1NC(=O)c1ccccc1 | -0.8 | 5 | -4 | . | 8 | -0.1 | -11 | -2.8 | 0
Cc1ccc(CSc2nc3ccccc3c(=O)n2Cc2ccco2)cc1 | -0.2 | -3 | -5 | . | 15 | 0.0 | 3 | -2.2 | 1
CC(C)OP(=O)(OC(C)C)C(O)c1cccc([N+](=O)[O-])c1 (stereo not given) | -0.4 | -5 | 8 | -1.3 | -8 | -0.6 | -4 | -2.1 | 1
CCOC(=O)C1(C)CCCN(C(=O)c2snnc2C)C1 (stereo not given) | -0.1 | -4 | 3 | 0.9 | -4 | . | 5 | 0.0 | -2
CC(C)c1ccc(NS(=O)(=O)c2ccc3c(c2)NC(=O)CO3)cc1 | 0.9 | 3 | 3 | 0.2 | 20 | 1.7 | 4 | -6.1 | 5
CC(=O)Nc1nc2ccc(C(=O)NC3CCCCC3)cc2s1 | 0.2 | 7 | -1 | . | 9 | 0.3 | -1 | -2.6 | -10
CN(C(=O)COc1ncnc2ccccc12)C1CCCCC1 | -0.5 | 2 | 0 | 1.0 | -11 | 0.0 | 5 | 0.4 | -10
c1ccc2c(c1)Nc1cc3ccccc3cc1S2 | ? | 4 | 2 | 0.7 | -10 | -0.1 | ? | -2.8 | -18
CCc1nc(C)ccc1OC(=O)C12CC3CC(CC(C3)C1)C2 | -1.1 | 7 | 1 | -2.5 | 3 | -0.9 | -10 | 0.5 | 10
CCN(CC)C(=O)Cn1cc(C(=O)C2CC2)c2ccccc21 | 0.1 | 2 | -4 | 1.7 | -6 | 0.5 | -3 | -0.8 | 3
CC1CN(CC(O)COC(c2ccccc2)c2ccccc2)CC(C)O1 (stereo not given) | 0.3 | 0 | 0 | 5.2 | -16 | -0.5 | -1 | 0.8 | 1
COc1ccc(N2CCN(C(=O)CCC(=O)N3CCOc4ccc(C)cc43)CC2)cc1 | -0.5 | -5 | -6 | -0.5 | -2 | 0.2 | -7 | 1.4 | 33
Cc1ccccc1CNC(=O)Nc1cccs1 | 0.5 | -3 | -9 | 2.7 | -2 | 0.6 | 5 | 0.9 | -5
CCc1ccc2[nH]c3nc(N/N=C/c4ccc(O)cc4O)nnc3c2c1 | 0.1 | 0 | -6 | 0.2 | 2 | -0.1 | -64 | -0.3 | -23
COc1ccc(/C=C/C(=O)c2ccc(C(=O)/C=C/c3ccc(OC)c(OC)c3)cc2)cc1OC | 20 | 2 | 3 | 0.0 | -5 | -1.1 | 20 | 0.7 | 5

Quoted at random: 2 compounds from above.
SMILES | BoNT A protease | PrPC TRFRET | Anthrax LF prot | TcdB inh | CCHF vOTU inh | PfHsp40 rescue | BoNT-F LC inh | FadD28 FP inh | Yp Topo-I inh
CC(C)c1ccccc1NC(=O)CNCCOc1ccccc1F | 1.3 | 3 | -4 | 1.2 | -1 | -0.9 | -7 | -2.9 | 12
Cc1ccc(CSc2nc3ccccc3c(=O)n2Cc2ccco2)cc1 | -0.2 | -3 | -5 | . | 15 | 0.0 | 3 | -2.2 | 1
